# Screening results: PubChem, National Center for Advancing Translational Sciences (NCATS)
# rTrxR1 inhibitor = blocks rat thioredoxin reductase 1 | Potency, µM (series often up to 114 µM), for the others: at the top dose activity change, negative = inhibition, most hits filed as inhibitors | recombinant rTrxR1, NADPH fluorescence consumption, selenite substrate | hit rate 1% among 390,000; also: potency is read from the fitted curve at half-maximal effect; % is scaled to controls: 0 for no effect and ±100 for the full control effect; nearly all actives have a fitted effect of over 65% in size
#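 Rat TrxR1 (90 nM in the dispensed reagent) was pre-reduced with 400 uM NADPH for 5 min at room temperature, then incubated with compound for 15 min. After 400 uM selenite was added, NADPH fluorescence (Ex 340/Em 450 nm) was followed for 8 min.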
# Vif-A3G inh = blocks the Vif interaction with human APOBEC3G; Q9HC16; HeLa A3G-eYFP + Vif (tagged APOBEC3G with the HIV-1 protein that degrades it), YFP fluorescence, overnight; Potency, µM (highest dose often 46.1 µM), without a hit: at the highest dose activity, negative = active, usual class: inhibitors; hit rate 0.076% among 410,000;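 also: potency is read from the fitted curve at half-maximal effect; % is scaled to controls: 0 for no effect and ±100 for the full control effect; nearly all actives have a fitted effect of over 60% in size; hits raise eYFP signal because A3G escapes Vif-driven loss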
#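 HeLa cells stably expressing Vif and C-terminally eYFP-tagged A3G, seeded overnight at 37 deg C, then exposed to compound by pintool overnight at 37 deg C. Rise in yellow fluorescence (Ex 488/Em 500-530, Acumen) marks blocked Vif-driven A3G degradation.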
# mIDH1 inhibitor = blocks human mutant IDH1 R132H enzyme; O75874; IDH1-R132H enzyme, NADPH consumption, diaphorase/resazurin fluorescence; Potency, µM (highest dose often 76.6 µM), for the others: top-dose activity change, negative = inhibition, most hits filed as inhibitors; hit rate 0.093% among 390,000; AID 602179; also: potency is read from the fitted curve at half-maximal effect; % is scaled to controls: 0 for no effect and ±100 for the full control effect; nearly all actives have a fitted effect of over 65% in size
#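 IDH1-R132H (0.5 ug/mL) preincubated 30 min with compound, then NADPH (0.016 mM) and alpha-KG (2 mM) added; 80 min at RT, pH 7.5. Remaining NADPH coupled via diaphorase/resazurin to fluorescence (540/590 nm); concentration-response curves normalized to no-enzyme control.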
# TrxR1 substrate = substrates of rat thioredoxin reductase 1; O89049; purified TrxR1 substrate turnover, NADPH consumption readout; Potency, µM (titrated, usually from 114 µM), for inactives: at the top dose activity change, negative = substrate turnover; hit rate 0.01% among 390,000; also: potency is read from the fitted curve at half-maximal effect; % is scaled to controls: 0 for no effect and ±100 for the full control effect; nearly all actives have a fitted effect of over 50% in size
#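 Rat TrxR1, dispensed at 90 nM, was prereduced with 400 uM NADPH (final) for 5 min at ~22 deg C, then incubated with compound 15 min before 400 uM selenite. A first-read NADPH fluorescence drop versus no-compound background flagged substrates.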
# USP1-UAF1 inh = inhibitors of human USP1/UAF1 deubiquitinase; O94782; recombinant USP1/UAF1, Ub-Rhodamine cleavage fluorescence; Potency, µM (highest dose often 57.1 µM), for inactives: top-dose activity change, negative = inhibition, hits mostly inhibitors; hit rate 0.23% among 390,000; also: potency is read from the fitted curve at half-maximal effect; % is scaled to controls: 0 for no effect and ±100 for the full control effect; nearly all actives have a fitted effect of over 60% in size; inactives centre near -12
# Target sequence (O94782 whole entry, looked up): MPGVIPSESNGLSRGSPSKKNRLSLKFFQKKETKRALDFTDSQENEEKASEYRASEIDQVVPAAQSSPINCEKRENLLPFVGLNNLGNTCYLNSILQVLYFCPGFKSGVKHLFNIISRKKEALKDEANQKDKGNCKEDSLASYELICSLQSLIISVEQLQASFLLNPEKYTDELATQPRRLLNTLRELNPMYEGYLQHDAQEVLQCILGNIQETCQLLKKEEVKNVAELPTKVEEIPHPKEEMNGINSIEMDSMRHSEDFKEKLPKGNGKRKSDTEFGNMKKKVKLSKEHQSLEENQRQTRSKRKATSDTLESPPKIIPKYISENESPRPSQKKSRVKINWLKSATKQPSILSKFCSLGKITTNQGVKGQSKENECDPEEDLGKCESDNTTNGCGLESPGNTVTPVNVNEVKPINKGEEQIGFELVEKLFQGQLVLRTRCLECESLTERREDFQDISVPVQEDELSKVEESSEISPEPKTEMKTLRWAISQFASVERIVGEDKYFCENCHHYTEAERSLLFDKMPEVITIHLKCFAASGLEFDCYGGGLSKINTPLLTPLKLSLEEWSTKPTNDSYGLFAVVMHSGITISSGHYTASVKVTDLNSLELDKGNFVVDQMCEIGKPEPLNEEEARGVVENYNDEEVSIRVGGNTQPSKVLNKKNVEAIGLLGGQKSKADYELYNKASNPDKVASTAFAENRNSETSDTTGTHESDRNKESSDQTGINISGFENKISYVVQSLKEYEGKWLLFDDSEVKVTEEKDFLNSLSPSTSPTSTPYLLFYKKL
#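 In this screen, compounds sit with the deubiquitinase complex (1nM) for 15 min at room temperature before Ub-Rho is added at 150nM final. Fluorescence rise is then followed for 6 reads every 60 seconds.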
# LDHA inh = blocks human lactate dehydrogenase A. P00338. purified LDHA, NADH/diaphorase-resazurin fluorescence; stronger effect = lower value. activity change, % (values are at about 110 or 230 µM). hit rate 0.15% among 480,000. AID 1347041; in the data active = activity change below about -30%; inconclusive = mostly about -25% to -30%;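 also: plate controls were DMSO wells for no effect and wells without enzyme for full effect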
#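 Resorufin fluorescence (ex540/em590), read at 0 and 20 min after diaphorase/resazurin addition, reports the NADH left after a 5 min room-temperature reaction of 2 nM human LDH5 with 0.06 mM NADH and 0.2 mM pyruvate.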
# Glioma ERSR ind = induces the endoplasmic reticulum stress response in human glioma cells | Potency, µM, without a hit: at the highest dose activation, most hits filed as activators | AID 602332 | U87-MG GRP78 promoter luciferase reporter, 16 h | hit rate 0.02% among 420,000; also: potency is read from the fitted curve at half-maximal effect; series mostly up to about 76 µM; % of control where 0% means no effect; nearly all actives have a fitted effect of over 35% in size
#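 Stably transfected U87-MG human glioma cells carrying a GRP78-based luminescent sensor were seeded at 1000 cells/well, pin-dosed with compounds and incubated 16 h. Luciferase reagent was then added, and end-point luminescence was read after 10 min at room temperature.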
# Vif-APOBEC3F blk = blocks the Vif interaction with APOBEC3F. Potency, µM (highest dose often 46.1 µM), without a hit: at the top dose activity, negative = active. HeLa A3F-eYFP + Vif (tagged APOBEC3F with the HIV-1 protein that degrades it), YFP fluorescence increase. AID 602313. hit rate 0.2% among 390,000; also: potency is read from the fitted curve at half-maximal effect; % of control where 0% means no effect; nearly all actives have a fitted effect of over 65% in size
#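 HeLa cells stably expressing A3F-eYFP plus Vif, plated and incubated overnight at 37 deg C, then exposed to compounds overnight at 37 deg C. Blocked degradation read as raised yellow fluorescence (Ex 488/Em 500-530).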
# RGS4 inh = human RGS4 inhibition. Transcreener GDP fluorescence polarization, RGS4-accelerated GTP hydrolysis. Potency, µM (top dose mostly 114 µM), inactives show top-dose activity change, negative = inhibition, actives largely listed as inhibitors. hit rate 0.039% among 390,000; also: potency is read from the fitted curve at half-maximal effect; % is scaled to controls: 0 for no effect and ±100 for the full control effect; nearly all actives have a fitted effect of over 75% in size; some results filed as inactive show a strong effect at the top dose
# Target sequence (P49798 whole entry, looked up): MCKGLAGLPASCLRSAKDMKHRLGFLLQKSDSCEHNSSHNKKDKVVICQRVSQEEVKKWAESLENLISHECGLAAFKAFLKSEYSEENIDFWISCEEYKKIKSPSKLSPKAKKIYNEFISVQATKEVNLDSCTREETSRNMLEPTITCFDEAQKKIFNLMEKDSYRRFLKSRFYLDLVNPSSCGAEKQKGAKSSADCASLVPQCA
#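 MLSMR compounds (23 nl, pin-transferred) preincubated 10 min at room temperature with a 500nM (2x) first reagent, then RGS4 at 900nM (2x) plus Transcreener GDP mix added; fluorescence polarization (620/688 nm) read before and after 90 min at 30 °C.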
# An asterisk follows results filed as active; u = inconclusive; x = not tested or not shown; & = joins results of further samples; [ ] = dose if it differs, or a comment. Unless noted, calls follow the shape of the dose curve; as a rule, active = well fitted curve in the direction sought with a large enough effect; inconclusive = small, poorly fitted or top-dose-only effect, or another doubt; inactive = no such curve, though single readings can be large; an effect the other way counts as inactive or inconclusive. These rows are one share of the data; rates above refer to the full screens.
SMILES | rTrxR1 inhibitor | Vif-A3G inh | mIDH1 inhibitor | TrxR1 substrate | USP1-UAF1 inh | LDHA inh | Glioma ERSR ind | Vif-APOBEC3F blk | RGS4 inh
Cc1ccc(S(=O)(=O)NN=C2CC3CC2C2CCCC32)cc1 (stereo not drawn) | x | 0% | 2% | x | 7% | -8 | -5% | -4% | x
COc1cc(NC(=O)CCS(=O)(=O)c2ccc(Br)cc2)cc(OC)c1 | 38%[activator][57.1 µM] | -2% | 16% | 9%[57.1 µM] | 2% | -5 | -1% | -9% | 3%
C=CCNCCCCOc1ccc(C)cc1[N+](=O)[O-] | -9% | 0% | 9% | 1% | -21% | -19 | -2% | -7% | -31%
O=C(CN1CCN(C(=O)CNC(=O)c2ccc(-c3ccccc3)cc2)CC1)Nc1ccccc1Cl | x | -17% | 1% | x | -5% | -8 | 1% | -6% | x
COc1ccc(-n2c(=O)c3ccccc3n(Cc3ccccc3C)c2=O)c(OC)c1 | 16% | 2% | -7% | -6% | 8% | -7 | -4% | -6% | 23%
Cc1ccc(S(=O)(=O)/N=C(/Sc2ccccc2C(=O)O)c2ccccc2)cc1 | u | -9%&2% | -2% | 9%&-8% | -17% | -14&3 | 0%&0% | 6% | -22%&-15%
Cc1cccc(OCC(O)CN2CCN(C3CCCCC3)CC2)c1 (stereo not drawn) | 29%[57.1 µM] | 1% | 2% | 15%[57.1 µM] | -6% | -6 | 0% | -8% | -16%
Cc1ccc(S(=O)(=O)CCc2nc3ccccc3s2)cc1 | 6%[57.1 µM] | -1% | 3% | -6% | -9% | -4 | -4% | 3% | -23%
COc1ccccc1Oc1ccc(-c2cnc3ccccc3n2)cc1[N+](=O)[O-] | 17%[57.1 µM] | 2% | -6% | -1%[57.1 µM] | u | -5 | 1% | -1% | -24%
CC1(c2ccccc2)NC(=O)N(CC(=O)N2CCN(S(=O)(=O)c3cccs3)CC2)C1=O (stereo not drawn) | 28% | -2% | 9% | 6% | -17% | -9 | -6% | 4% | 22%
CCn1c(=O)n(CC)c2cc(S(=O)(=O)Nc3c(C)cccc3C)ccc21 | 21% | 2% | 5% | 0% | 6% | -5 | -5% | 2% | 14%
COc1ccc(-c2c(C#N)c(N)nc3c2CCc2ccccc2-3)cc1OC | 107%[activator] | -10% | 6% | 213%[activator] | u | 20 | -3% | -3% | -34%
CC(C)(C)C(=O)Nc1ccc(C(=O)Nc2cccc(Oc3ccc(C(=O)O)c(C(=O)O)c3)c2)cc1 | 21% | -1% | -1% | 7% | -21% | -6 | -7% | 0% | -33%
COC(=O)c1ccc(/C=C/c2c(-c3ccc(OC)cc3)oc3ccccc23)cc1 | 33% | 0% | -6% | 82%[activator] | -19% | -2 | -3% | 9% | 12%
O=C(Cn1c(=O)oc2ccccc21)Nc1ccccc1C(F)(F)F | 9% | -14% | 6% | 3% | -11% | -5 | -4% | 5% | -14%[56.9 µM]
O=[N+]([O-])c1cccc2ncccc12 | 7% | 2% | -6% | -6% | -22% | -2 | -1% | 3% | -17%[11.4 µM]
O=C(Oc1ccnc2cc(Cl)ccc12)N1CCOCC1 | -3%[57.1 µM] | -8% | -3% | 4%[57.1 µM] | -11% | -6 | -2% | -5% | 16%
CNc1nc(Cl)nc(Nc2ccccc2)n1 | 1% | 1% | 2% | -7% | -19% | -7 | 1% | 11% | 15%[56.9 µM]
Cc1cccc(Cc2nnc(CCC(=O)NCc3cnc4ccccn34)o2)c1 | 9% | -8% | 16% | 25% | -13% | -2 | -7% | -10% | -3%
COc1ccc(C)cc1NC(=O)CCc1c(C)nn(-c2ccc(N3CCOCC3)nn2)c1C | 6%[57.1 µM] | -1% | 3% | 1%[57.1 µM] | -7% | 0 | 2% | 7% | -16%
CCCCNC(=O)CN1C(=O)C(CC)Oc2ccc(Cl)cc21 (stereo not drawn) | 20% | 0% | 5% | 9% | -5% | -6 | -4% | -1% | 20%
O=C(Cn1cnc(S(=O)(=O)N2CCCC2)c1)Nc1cccc(F)c1 | -2% | 1%&1% | 5%&3% | -3% | -12%&-20% | -4&-13 | 0%&-2% | -2%&-1% | -20%[56.9 µM]
Nc1nc(SCCN2C(=O)c3ccccc3C2=O)n[nH]1 | 20% | -3% | 5% | 8% | -4% | -6 | -6% | -7% | -22%
COc1ccc2nc(N3CCOCC3)cc(C)c2c1 | 46%[activator] | -3% | 4% | 186%[activator] | u | -3 | -1% | -5% | -8%
CCOC(=O)CN(C(=O)CN1CCC(n2nnc3cc(C)ccc32)CC1)c1ccccc1 | 4% | 0% | 4% | 11%[0.457 µM] | -8% | -4 | -4% | -3% | -48%
CNC(=O)c1cc(-c2cccs2)on1 | u | -1% | x | -2% | x | 3 | u | x | x
CCOC(=O)CC1CCCCN1C(=O)c1ccc2nc(CCOC)oc2c1 (stereo not drawn) | -8% | 0% | 8% | 1% | -16% | -1 | 3% | 0% | -22%
Cc1cccnc1NC(=O)CSc1nnc(Cc2ccccc2)o1 | 2% | 3% | -1% | 0% | -14% | -18 | -1% | 1% | 13%
O=C(O)c1ccc(N=Cc2c(O)ccc3ccccc23)cc1 | -7% | -4% | 12% | -4% | -27% | 1 | -9% | -4% | u
CC(C)(C)OC(=O)N[C@@H](Cc1ccccc1)C(=O)NCC1CCC(C(=O)O)CC1 (stereo partly drawn) | 2% | 0% | 0% | -6% | -22% | -2 | -3% | 3% | 17%
O=C(Nc1ccccc1)N(Cc1c[nH]c2ccccc12)C1CCCCCC1 | 10% | -7% | -6% | 1% | -19% | -8 | 1% | -4% | 6%
CC1(C)Cc2nc3oc4c(N(CCO)Cc5ccccc5)ncnc4c3cc2CO1 | -23% | -5% | 5% | 27% | -15% | 7 | -8% | x | 8%
CCOc1cc(CNCc2cccnc2)cc(Br)c1OCC(N)=O | 8%[57.1 µM] | 7% | 7% | 7%[57.1 µM] | 1% | -6 | -3% | 12% | 15%
Cn1nc(C(=O)N2CCc3ccccc3C2)c2ccccc2c1=O | 16%[57.1 µM] | -2% | 0% | -1% | 30% | -1 | -3% | -7% | -2%
CC(=O)Nc1cccc(OCCCOc2cccc([N+](=O)[O-])c2)c1 | 13%[11.4 µM] | -1% | 10% | 12%[57.1 µM] | -19% | 1 | -2% | -8% | -34%
COC(=O)c1cc(Br)ccc1NC(=O)Nc1ccccc1 | 2% | 0% | 4% | 6%[57.1 µM] | -18% | -6 | -6% | -1% | 14%
COc1ccc(C(=O)NC(Cc2ccccc2)c2ccc3c(c2)OCCCO3)cc1 (stereo not drawn) | 12% | 0% | 1% | 5% | -12% | 0 | 7% | -12% | 6%
Cc1ccc(NC(=O)CCCn2c(=O)c3cccn3c3cccnc32)c(C)c1 | 6% | 3% | 0% | -4% | -4% | -14 | 0% | -4% | 6%
CC(CC(=O)O)CC(=O)Nc1ccc(Br)cc1 (stereo not drawn) | 14%[57.1 µM] | 0% | -2% | 4%[57.1 µM] | -18% | -7 | -3% | 6% | 12%
CCc1ccc(C2CC(c3cccc(Cl)c3)n3nc(N)nc3N2)cc1 (stereo not drawn) | 2%[57.1 µM] | -2% | -10% | -1%[57.1 µM] | -10% | -2 | -3% | -2% | -8%
CCCCSc1n[nH]c(=S)c2nc[nH]c12 | -9%[57.1 µM] | 2% | 2% | 8%[57.1 µM] | 3% | -3 | 5% | u | -44%
Cc1nnc(N/N=C/c2ccc(Br)cc2)n1N | 15% | -22% | 5% | -5% | -9% | 12 | 2% | -3% | -46%
CCCCCCCCCCCC1N=C(N)NC(CCCO)=C1C(=O)OC (stereo not drawn) | 1%[11.4 µM] | -4% | -2% | 3%[11.4 µM] | -15% | -3 | -2% | 7% | -13%
O=[N+]([O-])c1ccccc1C1Nc2cccc3cccc(c23)N1 | 79µM* | u | 5% | -4% | -25% | 19 | -3% | u | -61%
CSc1ncnc2c1ncn2CCCNCc1cccc2ccccc12 | x | 1% | -2% | x | u | -1 | 10% | -7% | x
CCc1ccc(NS(=O)(=O)c2ccc(OC)c3ncccc23)cc1 | 15% | 2% | -8% | -1% | -15% | -3&-1 | -7% | 2% | 18%[11.4 µM]
COc1cc(CNCc2ccc3c(c2)OCO3)c([N+](=O)[O-])cc1OC | 12% | -1% | 10% | 3% | -18% | 8 | -1% | 0% | -6%
CC1(OC(=O)CCc2ccccc2)C(=O)C=C2C=C(c3ccc(C#N)cc3)N(Cc3ccccc3)C=C2C1=O (stereo not drawn) | 11%[57.1 µM] | 2% | 17% | 2%[57.1 µM] | -23% | 15 | 1% | 4% | -23%
C[C@H]1CC[C@]2(O[C@H](CCO)C[C@H](O)[C@H]2O)O1 | -18% | -1% | -2%[38.3 µM] | -12% | -22% | -3 | -4% | 0% | -5%
COc1cc(OC)cc(-c2c(-c3cccs3)c3cc(-c4cnc(OC)nc4)ccc3n2C)c1 | 28%[57.1 µM] | 2% | -9% | 29%[57.1 µM] | -9% | -1 | 0% | 2% | -4%
COC(=O)[C@@H]1C(c2ccccc2)(c2ccccc2)[C@@]1(C)C(=O)OC | 9%[57.1 µM] | -1% | 3% | -12% | -9% | -3 | -4% | -17% | -12%
CCOC(=O)C1=C(c2ccccc2)N2CCS(=O)(=O)N=C2S1 | 19% | 1% | -7% | -3% | -3% | 5 | -5% | -7% | -3%
